HepG2 tox: qHTS for Inhibitors of TGF-b: Cytotox Counterscreen; Potency, µM (top dose mostly 46.1 µM), inactives show at the highest dose activity change, negative = cytotoxicity, hits mostly cytotoxic; HepG2 CAGA-GFP viability, ATP luminescence, 18 h; hit rate 0.76% among 410,000; also: potency is read from the fitted curve at half-maximal effect; some results filed as inactive show a strong effect at the top dose
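HepG2 CAGA-GFP cells (1000/well, DMEM with 1% FBS) received compound, then TGF-beta at 500 pg/mL final, and were incubated 18 hours at 37 degrees C. Viability was read by CellTiter-Glo luminescence. Media-only wells were set as complete cell-killing and DMSO as no toxicity.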
A549 tox: Nrf2 qHTS screen for inhibitors: counterscreen for cytotoxicity; A549 ARE-Fluc cells, CellTiter-Fluor viability, 18-24 h; hit rate 0.16% among 390,000; Potency, µM (top dose mostly 46 µM), for inactives: at the top dose activity change, negative = cytotoxicity, actives largely listed as inhibitors; also: potency is read from the fitted curve at half-maximal effect; % is scaled to controls: 0 for no effect and ±100 for the full control effect
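A549 ARE-Fluc cells in 5% FBS OPTI-MEM, 5000 cells/well, rested 2 h then exposed to compounds in concentration-response for 18-24 h at 37 °C. Viability by CellTiter-Fluor fluorescence (Ex 405/Em 525) after 30 min; luciferase luminescence (BugLite, 15 min, RT) read afterwards.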
MCF10A rereplic: A quantitative high throughput screen for small molecules that induce DNA re-replication in MCF 10a normal breast cells | Potency, µM (highest dose often 46.1 µM), for inactives: at the highest dose activity, positive = re-replication, usual class: activators | hit rate 2.9% among 350,000 | MCF 10A DNA re-replication, Hoechst nuclear intensity, 48 h | AID 624296, 2012; also: potency is read from the fitted curve at half-maximal effect; % of control where 0% means no effect; nearly all actives have a fitted effect of over 50% in size
ATXN2 expr inh: Primary qHTS for Inhibitors of ATXN expression; HEK-293 ATXN2-luciferase reporter, luminescence, 24 h; Potency, µM (doses to about 57 µM), for the others: top-dose activity change, negative = inhibition, hits mostly inhibitors; hit rate 0.72% among 360,000; AID 1745845, 2022; also: potency is read from the fitted curve at half-maximal effect; % is scaled to controls: 0 for no effect and ±100 for the full control effect; nearly all actives have a fitted effect of over 55% in size
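ATXN2-luciferase reporter cells (luciferase flanked by upstream and downstream ATXN2 gene portions) were treated 24 h at 37 °C with compounds at up to 57 uM. SteadyGlo luminescence gave expression; GF-AFC fluorescence gave viability.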
TGFb SMAD3 inh: qHTS for Inhibitors of TGF-b. hit rate 1.2% among 410,000. AID 588855, 2011. HepG2 CAGA-GFP TGF-b/SMAD3 reporter, GFP fluorescence, 18 h; TGF-beta stimulated, 500 pg/mL final. Potency, µM (series often up to 46.1 µM), without a hit: top-dose activity, negative = inhibition, most hits filed as inhibitors; also: potency is read from the fitted curve at half-maximal effect; % is scaled to controls: 0 for no effect and ±100 for the full control effect; nearly all actives have a fitted effect of over 65% in size
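Cell-based qHTS in HEPG2 carrying a CAGA-GFP Smad reporter; compounds added before 500 pg/mL final TGF-beta, 18 h incubation at 37 degrees C, GFP fluorescence quantified per cell by imaging cytometry.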
Nrf2 inh: Nrf2 qHTS screen for inhibitors; A549 ARE-Fluc reporter, luciferase luminescence, 18-24 h; hit rate 2.1% among 360,000; Potency, µM (series often up to 46 µM), for inactives: top-dose activity change, negative = inhibition, actives largely listed as inhibitors; AID 504444, 2011; also: potency is read from the fitted curve at half-maximal effect; % is scaled to controls: 0 for no effect and ±100 for the full control effect; nearly all actives have a fitted effect of over 60% in size
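Quantitative HTS in A549 cells stably bearing an antioxidant response element-firefly luciferase construct. Inhibition of Nrf2-driven transcription was scored by luminescence after 18-24 h of compound exposure at 37 °C.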
S2 tox: Viability Counterscreen for Primary qHTS for Inhibitors of ATXN expression; S2 cells (HEK-293 line with an ATXN2-luciferase reporter) viability, CellTiter-Fluor protease fluorescence, 24 h; AID 651635, 2014; Potency, µM (top dose mostly 56.7 µM), actives largely listed as cytotoxic; hit rate 0.49% among 400,000; also: potency is read from the fitted curve at half-maximal effect; nearly all actives have a fitted effect of over 40% in size
Nrf2 ARE act: qHTS of Nrf2 Activators; AREc32 ARE-luciferase reporter (MCF7-derived line), luminescence, 24 h; Potency, µM (highest dose often 46.1 µM), for inactives: top-dose activation, actives largely listed as activators; AID 624171, 2012; hit rate 0.31% among 410,000; also: potency is read from the fitted curve at half-maximal effect; % of control where 0% means no effect; nearly all actives have a fitted effect of over 65% in size
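Reporter line AREc32 (ARE-Fluc), seeded overnight in OPTI-MEM with 5% FBS; compound pin-transferred, 24 hr at 37 deg C, 5% CO2; luminescent read-out.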
IL1B secr inh: qHTS for Inhibitors of Inflammasome Signaling: IL-1-beta AlphaLISA Primary Screen | THP-1 LPS/ATP IL-1B secretion, AlphaLISA, 16 h; active compounds read low | activity change, % at 57.5 µM | hit rate 4.7% among 360,000 | AID 743279, 2014; in the data active = activity change below about -50%; inconclusive = mostly about -30% to -49%; also: % is scaled to controls: 0 for no effect and ±100 for the full control effect
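Secreted IL-1B measured by AlphaLISA bead assay after 16 h compound exposure of THP-1 cells; compounds (final up to 57.5 uM) added 1 h before LPS (250 ng/mL) and ATP (1.25 mM) stimulation; lower signal means less secretion.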
Active calls of the source: *; i = inactive; u = inconclusive; x = not tested or not shown; & = joins results of further samples; [ ] = dose if it differs, or a comment. Unless noted, calls follow the shape of the dose curve; as a rule, active = well fitted curve in the direction sought with a large enough effect; inconclusive = small, poorly fitted or top-dose-only effect, or another doubt; inactive = no such curve, though single readings can be large; an effect the other way counts as inactive or inconclusive.

SMILES | HepG2 tox | A549 tox | MCF10A rereplic | ATXN2 expr inh | TGFb SMAD3 inh | Nrf2 inh | S2 tox | Nrf2 ARE act | IL1B secr inh
NC(=O)c1c(NC(=O)CN2C(=O)NC(Cc3ccccc3)C2=O)sc2c1CCC2 (stereo unspecified) | 6.5% | -10.9% | 3.1% | x | 0.1% | -11.8% | u | -0.7% | 0.0
Cc1ccc(-c2onc(C)c2C)cc1S(=O)(=O)NCc1cccs1 | -20.8% | 0.6% | x | x | 0.0% | -7.5% | x | 0.3% | x
COc1ccccc1NC(=O)c1sc2ncn(Cc3ccc(C)cc3)c(=O)c2c1C | -5.0% | -5.3% | u | -22.2% | -1.6% | -3.2% | i | 8.9% | 3.0
Nc1ncc(CN2CCCC(C(=O)Nc3ccc(-c4ccco4)cc3)C2)cn1 (stereo unspecified) | -15.3% | 5.6% | -3.5% | -8.6% | 8.4% | 2.2% | i | 3.9% | u
O=C(CN1C(=O)C2C3C=CC(C3)C2C1=O)OCC(=O)c1ccccc1 (stereo unspecified) | -7.5% | -0.9% | -0.3% | 3.2% | 9.9% | 8.8% | i | -0.2% | 9.9
N#C/C(=C(/O)c1ccc(C(=O)c2ccccc2)cc1)c1nc2ccccc2[nH]1 | -5.8% | 13.1% | 22.3% | -17.2% | 1.5% | -8.2% | i | -0.4% | 1.3
Cc1cc(=O)oc(C)c1C(=O)NCc1ccccc1 | -15.6% | 7.1% | 1.6% | 0.2% | 2.1% | -1.7% | i | 2.0% | -2.9
C=C1CCN([C@@H](CC(C)C)C(=O)N2CCOCC2)S(=O)(=O)c2ccccc21 | 1.3% | -5.1% | 6.8% | 4.3% | 22.5% | 5.1% | i | -0.6% | 15.0
COc1ccc(OC)c(-c2nnc(SCC(=O)N3CCCC3)o2)c1 | -4.0% | -3.0% | -0.4% | -3.0% | -9.6% | -8.2% | i | 7.1% | 5.4
c1cncc(CNc2ncnc3sc4c(c23)CCC4)c1 | -22.3% | -1.7% | -0.3% | 3.8% | -2.1% | -22.2% | i | 2.9% | 16.5
CCOC(=O)N1CCC(NC(=O)c2cc3c(-c4cccc(OC)c4)nn(C)c3s2)CC1 | 4.6% | 2.0% | 14.4% | -28.7% | 2.6% | -20.4% | i | -0.4% | 0.0
COc1cc(N(Cc2ccccc2)Cc2ccccc2)c2ncn(C(C)C)c2c1 | -34.0% | -18.0% | u | -16.8% | u | -18.2% | i | -3.2% | -20.9
O=C(Nc1cccnc1)C1CCN(S(=O)(=O)c2cccc3nonc23)CC1 | -33.7% | 12.1% | -3.5% | -14.0% | -22.2% | u | i | -0.7% | 15.8
N#C/C(=C(/O)COC(=O)CSc1ccc2ccccc2c1)c1nc2ccccc2[nH]1 | 2.8% | -3.0% | u | u | -0.5% | 16.1% | 20µM* | u | -105.3*
Cc1ccc(CSCC(=O)Nc2c(C)n(C)n(-c3ccccc3)c2=O)cc1 | -32.8% | 12.1% | 3.7% | -6.6% | 0.0% | -11.3% | i | -0.1% | 0.0

In the list so far, 2 contain an NH in an aromatic ring.
SMILES | HepG2 tox | A549 tox | MCF10A rereplic | ATXN2 expr inh | TGFb SMAD3 inh | Nrf2 inh | S2 tox | Nrf2 ARE act | IL1B secr inh
N#C/C(=C(/O)c1ccc(C(=O)c2ccccc2)cc1)c1nc2ccccc2[nH]1 | -5.8% | 13.1% | 22.3% | -17.2% | 1.5% | -8.2% | i | -0.4% | 1.3
N#C/C(=C(/O)COC(=O)CSc1ccc2ccccc2c1)c1nc2ccccc2[nH]1 | 2.8% | -3.0% | u | u | -0.5% | 16.1% | 20µM* | u | -105.3*

Remaining list, next part.
SMILES | HepG2 tox | A549 tox | MCF10A rereplic | ATXN2 expr inh | TGFb SMAD3 inh | Nrf2 inh | S2 tox | Nrf2 ARE act | IL1B secr inh
O=C(c1ccc(S(=O)(=O)N2CCCC2)cc1)N1CCCCCC1 | -0.2% | -2.4% | 3.9% | -6.3% | -21.9% | -25.2% | i | 0.0% | -0.5
COc1ccc(OC)c(NC(=O)Nc2ccc3c(c2)CCC3)c1 | 0.5% | -6.6% | -4.1% | 35.2%[activator] | -6.0% | -8.7% | i | -0.2% | -29.0
Cc1ccccc1OCC(=O)OCC(=O)Nc1cc(C(F)(F)F)ccc1N1CCOCC1 | -2.1% | -4.1% | u | -3.9% | 4.6% | -6.9% | i | 0.3% | 47.4
Cc1ccc(NC(=O)COC(=O)CCC(=O)c2cccs2)c(C)c1 | 1.7% | -1.0% | 0.0% | 5.2% | -1.6% | -5.4% | i | -0.3% | 8.9
COc1ccc(/C=C/C(=O)NC(=S)N2CCSCC2)cc1 | 4.1% | 0.2% | 3.2% | 12.3% | 4.5% | 19.8% | i | 1.1% | -10.0
O=C(CCC(=O)c1ccc(F)cc1)Nc1cc(Cl)cc(Cl)c1 | 3.9% | 1.4% | -14.3% | -7.2% | -7.0% | u | i | 0.5% | -7.2
C/C(=N\Nc1ccc([N+](=O)[O-])cc1)c1cc2ccccc2o1 | -24.3% | u | 2.91µM* | 5.3% | 0.0% | u | x | 21.9% | 28.0
O=C1c2ccccc2C(O)(c2ncc[nH]2)N1C1CCCCC1 (stereo unspecified) | -17.2% | -3.9% | -1.2% | 2.1% | 0.0% | 0.3% | i | -0.7% | 20.7
COc1ccc(NC(=O)C2CCCN(C(=O)Nc3cccc(OC)c3)C2)cc1 (stereo unspecified) | -1.7% | -10.0% | -9.3% | -5.8% | 1.5% | u | i | 0.3% | -10.3
Nc1nc2c(ncn2-c2ccccc2)c(=O)[nH]1 | -1.7% | 2.2% | -0.4% | -8.8% | 9.6% | 0.5% | u | 0.2% | 9.2
c1ccc2c(c1)nnn2CNc1nccs1 | -11.2% | 7.6% | 25.1% | 1.2% | 3.1% | u | i | -0.5% | 10.5
CCc1n[nH]c(=S)n1/N=C/c1ccccn1 | 3.9% | -1.9% | -5.8% | -10.6% | -0.6% | -1.9% | i | 0.2% | -9.4
CCCCCCC(=O)N(O)C1CC(=O)N(c2ccc(F)cc2)C1=O (stereo unspecified) | -3.5% | 0.9% | u | 1.6% | 17.8µM* | 4.1% | u | u | -88.1*
O=C(NCCc1c[nH]c2ccccc12)C(=O)NCC1OCCN1S(=O)(=O)c1cc(F)ccc1F (stereo unspecified) | -46.3% | 4.4% | 0.3% | x | u | u | u | 2.3% | -3.4
O=C(CSc1nc2ccccc2s1)c1ccc(O)cc1O | -25.1% | 4.0% | u | 17.8% | u | -4.0% | i | 7.1% | 71.9
Cn1c(=O)c2c(nc(CN3CCN(C(=O)c4ccco4)CC3)n2Cc2ccccc2)n(C)c1=O | -43.9% | 0.7% | -2.7% | -8.9% | -13.8% | x | i | 0.4% | -21.2
CCCCN(C(=O)C1=COCCO1)c1c(N)n(Cc2ccccc2)c(=O)[nH]c1=O | -56.6% | -0.2% | -3.3% | 2.2% | -19.6% | -0.3% | i | -0.4% | -5.8
CN(Cc1ccccc1)C(=O)C1CCN(S(=O)(=O)c2ccc3nc4c(c(C(=O)O)c3c2)CCCC4)CC1 | 58.8%&8.0% | 0.9%&3.6% | -0.7% | 4.1% | 28.8%&28.8% | -5.9%&3.6% | i | -0.1%&0.4% | 14.2
Cc1cc(C)cc(N(C(=O)c2csnn2)C(C(=O)NC(C)(C)C)c2ccccn2)c1 (stereo unspecified) | -13.9% | 1.6% | -0.4% | -15.6% | -3.4% | 2.8% | i | -0.8% | 0.0
O=C(Nc1cccc(Br)c1)C1CC(=O)N(C2CCCC2)C1 (stereo unspecified) | 6.7% | 0.8% | 0.2% | 6.0% | 12.8% | 2.1% | i | 5.9% | 15.6
O=C(Nc1ccc2c(c1)OCCO2)c1ccc(Br)c(S(=O)(=O)N2CCOCC2)c1 | -9.2% | -0.9% | u | -14.9% | -11.2% | -28.9% | i | 0.1% | -6.6
CCN(CC)C(=O)C(=O)N/N=C/c1ccc(Cl)cc1Cl | -1.9% | 1.6% | -6.8% | x | 6.8% | 16.9% | i | 0.3% | 38.3
O=C(COc1ccc2c(-c3ccccc3)cc(=O)oc2c1)NC1CCS(=O)(=O)C1 (stereo unspecified) | -4.3% | 1.4% | 1.1% | -7.6% | 1.5% | u | i | -0.9% | -3.2
Cc1ccc(NC(=O)c2ccncc2)cc1S(=O)(=O)N(C)C | -5.0% | -3.1% | 0.6% | -4.0% | -8.0% | 3.3% | i | 0.5% | 29.0
CCCCCCN=C(C)C1=C(O)C(C(=O)OC)C(C)(C)CC1=O (stereo unspecified) | 1.5% | -1.3% | 23.5% | -5.2% | -1.2% | u | i | 1.7% | -10.5
O=C1c2ccccc2C(=O)N1CCC(=O)N1CCc2ccccc21 | -24.9% | 23.7% | 0.0% | 35.7%[activator] | 14.1% | 22.3% | i | -0.7% | 21.5
Cc1ccc(O)c(NC(=O)Cc2ccc3ccccc3c2)c1 | 7.6% | 0.5% | -19.1% | 30.7% | -13.8% | 11.1% | i | 9.2% | -65.3*
Cc1c(Cl)cccc1NC(=O)CSC(N)=O | -2.7% | -2.8% | 15.9% | 0.4% | 3.0% | 12.1% | i | -0.8% | -92.3*
Cc1nn(C)c2c1c(C(F)(F)F)cc(=O)n2CC(=O)Nc1ccc(F)cc1F | -5.2% | u | x | 5.0% | -2.1% | u | i | -0.7% | x
